High-throughput results deposited in PubChem BioAssay by National Center for Advancing Translational Sciences (NCATS).
AMA1 RON2 block = disrupts binding of P. falciparum AMA1 to RON2 | AID 720542 | AlphaScreen AMA1-biotinylated RON2 peptide binding | 0.2% of 360,000 active | Potency, µM (highest dose often 58.2 µM), without a hit: top-dose activity change, negative = inhibition, hits mostly inhibitors;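 further: potency means the concentration at half of the fitted maximal effect; 0% = vehicle wells and -100% = peptide control; nearly all actives have a fitted effect of over 45% in size; some results filed as inactive show a strong effect at the top dose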
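AMA1 (3D7) with his tag at 25 nM final met compounds first, then biotinylated RON2 peptide at 25 nM; detection used donor plus acceptor beads, 10 µg/mL apiece, read by AlphaScreen after 30 min at room temperature.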
Giardia FBPA inh = blocks Giardia fructose-bisphosphate aldolase activity. purified Giardia FBPA. Potency, µM (highest dose often 59.6 µM), for inactives: top-dose activity, negative = inhibition, usual class: inhibitors. 0.71% of 290,000 active. AID 2451; further: potency means the concentration at half of the fitted maximal effect; nearly all actives have a fitted effect of over 55% in size
Target sequence (A8B2U2 whole entry, looked up): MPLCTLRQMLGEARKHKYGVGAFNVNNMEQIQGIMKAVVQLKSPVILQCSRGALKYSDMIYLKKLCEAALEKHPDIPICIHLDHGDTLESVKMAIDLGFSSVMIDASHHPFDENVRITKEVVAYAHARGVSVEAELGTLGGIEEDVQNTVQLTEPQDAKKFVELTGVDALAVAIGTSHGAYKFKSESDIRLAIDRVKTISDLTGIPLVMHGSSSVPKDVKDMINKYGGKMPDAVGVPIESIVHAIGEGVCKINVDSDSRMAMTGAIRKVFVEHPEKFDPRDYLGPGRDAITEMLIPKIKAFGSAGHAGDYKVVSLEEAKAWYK
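Giardia FBPA (40 nM reagent) was preincubated 10 min at RT with compound (up to 57.5 uM final), then substrate plus GAPDH/TPI/NAD/arsenate coupling system with diaphorase/resazurin was added; resorufin fluorescence (525/598 nm) was read after 20 min.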
HCMV antiviral = blocks human cytomegalovirus replication; HFF cells, HCMV-luciferase reporter, 72 h; active compounds read low; activity change, negative = inhibition, % at 57.5 µM; 4.5% of 410,000 active; AID 1259415; in the data active means activity change below about -60%; inconclusive means no clear call, values can overlap the other calls; inactive means above about -39%
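Screen run at 2 compound doses on HFFs infected with reporter HCMV, MOI 1 PFU/cell. Luciferase activity from cell lysates at 72 h post infection gave inhibition relative to buffer-only and Salinomycin wells.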
AmpC no deterg = blocks E. coli AmpC beta-lactamase in detergent-free assay | 0.52% of 330,000 active | AID 485341 | Potency, µM (highest dose often 57.1 µM), without a hit: at the top dose activity change, negative = inhibition, most hits filed as inhibitors | AmpC nitrocefin hydrolysis, absorbance 480 nm, 0.0001% Triton | P00811;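 further: potency means the concentration at half of the fitted maximal effect; plate controls were no compound for no effect and no enzyme for full effect; nearly all actives have a fitted effect of over 20% in size; some results filed as inactive show a strong effect at the top dose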
Target sequence (P00811 whole entry, looked up): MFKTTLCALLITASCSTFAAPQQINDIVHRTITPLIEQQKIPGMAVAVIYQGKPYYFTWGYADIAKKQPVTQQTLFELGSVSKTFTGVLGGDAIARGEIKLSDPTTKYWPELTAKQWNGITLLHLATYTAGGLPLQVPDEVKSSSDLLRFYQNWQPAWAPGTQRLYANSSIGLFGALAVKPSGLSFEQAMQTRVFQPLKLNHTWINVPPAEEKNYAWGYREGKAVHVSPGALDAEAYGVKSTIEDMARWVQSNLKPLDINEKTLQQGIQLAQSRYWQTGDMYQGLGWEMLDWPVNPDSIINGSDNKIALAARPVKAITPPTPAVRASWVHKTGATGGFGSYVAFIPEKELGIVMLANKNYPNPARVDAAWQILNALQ
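AmpC (5.3 nM in the dispensed reagent) in 20 mM phosphate pH 7.0 with 0.01% (detergent screen) or 0.0001% Triton X-100 was preincubated with compounds for 15 min at room temperature. Nitrocefin was then added from an 800 uM solution, and hydrolysis was followed at 480 nm.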
Sm TGR inh = blocks Schistosoma mansoni thioredoxin glutathione reductase | purified TGR, DTNB reduction, TNB absorbance 405 nm | Potency, µM (titrated, usually from 114 µM), inactives show top-dose activity change, negative = inhibition, hits mostly inhibitors | 3% of 360,000 active | AID 485364; further: potency means the concentration at half of the fitted maximal effect; nearly all actives have a fitted effect of over 60% in size
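Kinetic colorimetric format: TGR-catalysed, NADPH-driven DTNB reduction monitored via TNB absorbance. Enzyme dispensed at 20 nM; compound exposure 15 min at room temperature before reaction start.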
AmpC inh detg = blocks E. coli AmpC beta-lactamase in detergent assay | 0.041% of 370,000 active | AmpC hydrolysis of nitrocefin, absorbance 480 nm, 0.01% Triton | Potency, µM (highest dose often 114 µM), inactives show at the highest dose activity change, negative = inhibition, usual class: inhibitors | P00811;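 further: potency means the concentration at half of the fitted maximal effect; 0% = no-compound wells and -100% = no-enzyme wells; nearly all actives have a fitted effect of over 25% in size; some results filed as inactive show a strong effect at the top dose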
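20 mM phosphate pH 7.0 + 0.01% (detergent screen) or 0.0001% Triton X-100; 5.3 nM AmpC reagent; cpd preinc 15 min RT; nitrocefin (800 uM stock) to start; A480 q20 s × 4 min; Activity was normalised to no-enzyme and no-compound control wells.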
* = called active by the depositor; ? = inconclusive; / = not tested or not shown; [ ] = dose if it differs, or a comment. Unless noted, the call rests on the fitted dose curve; in most records, active means well fitted curve in the direction sought with a large enough effect; inconclusive means small, poorly fitted or top-dose-only effect, or another doubt; inactive means no such curve, though single readings can be large; an effect the other way counts as inactive or inconclusive. Unless noted, on the % scale 0 is the no-effect control and ±100 the full control effect.

Compound | AMA1 RON2 block | Giardia FBPA inh | HCMV antiviral | AmpC no deterg | Sm TGR inh | AmpC inh detg
COc1ccccc1N1CCN(C(CNC(=O)Oc2ccccc2)c2cccnc2)CC1 (centres undefined) | 0% | 2% | -11 | 163%[activator] | 0% | -2%
CCOC(=O)C1(Cc2cccc(F)c2)CCN(CC2CC2)CC1 | 16% | 6% | -27 | 19% | / | 4%
CCN(C(=O)COC(=O)c1cccs1)c1c(N)n(Cc2ccccc2)c(=O)[nH]c1=O | -19% | / | -6 | -6% | -7% | -11%
Cc1cc(C(=O)NC(C)CCC(C)C)c2ccccc2n1 (centres undefined) | 7% | 4% | 28 | 46% | 6% | 2%
CCOc1ccc(Br)cc1C1=CC(=O)C[C@H](c2ccc(OC)cc2)C1 | -11% | / | 7 | -12% | -22% | 2%
C#CCOCCOCCOCCNc1nc(N2CCN(C(=O)[C@H](CCCCN)n3cc([C@@H](N)CO)nn3)CC2)nc(N2CCN(C(=O)[C@H](Cc3cc4ccccc4[nH]3)n3cc([C@@H](N)CC(C)C)nn3)CC2)n1 | / | -8% | / | 162%[activator] | ? | -5%
CSC1=NNC(c2ccc(C(C)(C)C)cc2)=NN1 | 1% | -4% | 17 | -11% | -20% | 2%
Cn1ccc(NC(=O)Nc2cccc(C(F)(F)F)c2)n1 | 5% | 1% | -38 | -30% | -22% | -1%
Cc1cccc(C(=O)N2CCc3cc(CNS(=O)(=O)c4ccc(F)c(Cl)c4)ccc32)c1 | / | / | -34 | / | 6% | 6%
Cc1ccc(C2Oc3ccccc3C3=C2C(c2cccs2)n2ncnc2N3)cc1 (centres undefined) | -4% | -6% | -14 | -20% | -7% | ?
COC(=O)c1ccc(C)c(NS(=O)(=O)c2ccc(OC)cc2)c1 | 0% | 1% | -91* | -25% | -25% | 4%
CCCC(c1nnnn1CCC(C)C)N1CCC(C(N)=O)CC1 (centres undefined) | -17% | 15% | 0 | 108%[activator] | 1% | -6%
COCCn1c(SCc2nc3ccccc3c(=O)[nH]2)nc2ccccc2c1=O | 10% | -4% | -4 | -13% | 4% | 4%
O=C(O)CCCCCn1c(SCC(=O)N2CCCC2)nc2ccsc2c1=O | -6% | 0% | -21 | -15% | 3% | 2%
CC1=CC(C)(C)Nc2ccc(OS(=O)(=O)c3ccc(C)cc3)cc21 | -24% | 26% | -37 | -42% | ? | -1%
COCCCNC(=O)C1CCC(=O)N(c2ccc3c(c2)OCO3)C1c1ccc(OC)cc1 (centres undefined) | -3% | 2% | -14 | -22% | 0% | -8%
O=C(CNC(=O)c1ccccc1Cl)NCCc1cccs1 | -12% | / | -24 | -11% | / | /
Cc1ccccc1CSc1nc2c(sc3ccccc32)c(=O)n1CCCOC(C)C | / | / | 15 | / | 13% | 8%
O=C(Nc1ccc(Cl)c(Cl)c1)Oc1ccc(NC(=O)c2ccco2)cc1 | -9% | -2% | -19 | -41% | -3% | 2%
CCOC(=O)c1nc(Nc2ccc(N3CCC(C)CC3)cc2)c2ccccc2n1 | ? | -12% | 6 | -17% | -18% | -7%
Cc1nnc(NC(=O)CSc2n[nH]c(-c3ccccc3)n2)s1 | 4% | -3% | -12 | -24% | / | -10%
CCN(CC)c1ccc(N2C(=O)/C(=C/c3cccnc3)SC2=S)cc1 | -8% | 1% | -15 | -13% | 1% | -6%
Cc1ccc(S(=O)(=O)n2c3ccc(Cl)cc3c3nc(C)sc32)cc1 | -6% | -4% | ? | -15% | -8% | -4%
Cc1oc(-c2ccc(C(=O)NCc3ccccc3)cc2)nc1CN1CCc2ccccc21 | / | / | -7 | / | 0% | 8%
CC1(c2ccc([N+](=O)[O-])cc2)Nc2ccccc2S1 (centres undefined) | -28% | -7% | -33 | -38% | 0% | 2%
CSc1nc(-c2ccccc2)c(C#N)c(=O)[nH]1 | 18% | 9% | -24 | -15% | 6% | -12%
C[C@H](CO)N1C[C@H](C)[C@@H](CN(C)C(=O)NC2CCCCC2)Oc2ccc(NC(=O)Cc3ccccc3)cc2C1=O | -8% | / | -38 | 157%[activator] | / | /
O=C(NCc1cccs1)C1CCCN(S(=O)(=O)c2cccs2)C1 (centres undefined) | 20% | -5% | 14 | -8% | 0% | -11%
COc1ccc(NC(=O)C2CCN(S(=O)(=O)c3ccc4c(c3)CC(C)N4C(C)=O)CC2)cc1OC (centres undefined) | -4% | 8% | ? | 64%[activator] | -6% | -12%
Cc1cccc(CNC(=O)c2sc3ncnc(N(C)C4CCCCC4)c3c2C)c1 | / | / | -23 | / | 4% | 12%
O=C(c1cccnc1)N1CCCC(Nc2ccc(F)cc2)C1 (centres undefined) | 2% | -5% | ? | -5% | 0% | -9%
Cc1[nH]c2c(C(=O)N3CCCC(CCC(=O)NCc4ccccc4F)C3)cccc2c1C (centres undefined) | -18% | 1% | 16 | 129%[activator] | -9%[57.1 µM] | -4%
CCOc1cc(C(=O)Nc2ccc(S(=O)(=O)Nc3onc(C)c3C)cc2)cc(OCC)c1OCC | -4% | / | -35 | -27% | / | /
Cc1ccc(NC(=O)Cn2nc(C(F)(F)F)c3c2CCC3)cc1C | / | / | -14 | / | 5% | 13%
O=C(COc1ccc(Cl)cc1)Nc1nnc(-c2ccco2)o1 | 33%[activator] | ? | 15 | -19% | 0% | ?
CC1(C)CC2(CC(C)(C)NC(=O)N2)NC(=O)N1 | 3% | 6% | 34 | -12% | -11% | 1%
NC(=O)c1cc(S(=O)(=O)NCc2cccs2)cs1 | 4% | -12% | 0 | -12% | -5% | 4%
CCOC(=O)c1sc(NC(=O)c2ccc(Br)o2)cc1C | 6% | -10% | ? | -46% | -4% | ?
Cc1cc(-c2ccccc2)nc2cc(C(=O)Nc3ccc(Cl)c(Cl)c3)nn12 | / | / | -11 | / | 43%[activator] | 12%
O=C1CC(C(=O)Nc2ccccc2)N=C(N2CCCCC2)N1 (centres undefined) | 7% | -1% | -11 | -4% | -3% | -4%

Record cards (already shown). Order of values: AMA1 RON2 block	Giardia FBPA inh	HCMV antiviral	AmpC no deterg	Sm TGR inh	AmpC inh detg
CC1(C)CC2(CC(C)(C)NC(=O)N2)NC(=O)N1 is listed as 3%	6%	34	-12%	-11%	1%
Cc1cc(-c2ccccc2)nc2cc(C(=O)Nc3ccc(Cl)c(Cl)c3)nn12 is listed as /	/	-11	/	43%[activator]	12%
NC(=O)c1cc(S(=O)(=O)NCc2cccs2)cs1 is listed as 4%	-12%	0	-12%	-5%	4%
O=C(COc1ccc(Cl)cc1)Nc1nnc(-c2ccco2)o1 is listed as 33%[activator]	?	15	-19%	0%	?
CCOc1cc(C(=O)Nc2ccc(S(=O)(=O)Nc3onc(C)c3C)cc2)cc(OCC)c1OCC is listed as -4%	/	-35	-27%	/	/

Continued.
Compound | AMA1 RON2 block | Giardia FBPA inh | HCMV antiviral | AmpC no deterg | Sm TGR inh | AmpC inh detg
CC(=O)Nc1ccc(Sc2ccccc2C(=O)N2CCCC2)cn1 | 11% | 9% | -32 | -7% | 0% | ?
Nc1ccn(CC(=O)NCCc2ccccn2)c(=O)n1 | 8% | / | -17 | -8% | -13% | 2%
CCOP(=O)(OCC)c1cccc(OP(=O)(c2cccc([N+](=O)[O-])c2)c2cccc([N+](=O)[O-])c2)c1 | 6% | 2% | 64 | -1% | -21% | 0%
O=C(NCCCN1CCOCC1)c1ccc(Cl)c(S(=O)(=O)N2CCCCCC2)c1 | 12% | -5% | -81* | 37% | 5% | ?
COc1ccccc1N(CC(O)COc1ccc(C)cc1)S(=O)(=O)c1ccccc1 (centres undefined) | 3% | -4% | -18 | -1% | 3% | -12%
O=C(NCc1ccc2c(c1)CCN2C(=O)c1ccccc1)Nc1cc(F)ccc1F | / | / | -85* | / | -2% | -1%
COc1ccc(OC)c(C(O)CNC(=O)CN)c1 (centres undefined) | 11% | 5% | -2 | -12% | 2% | ?
O=C(NCCNC(=O)c1cccnc1)c1ccc(Br)cc1 | 7% | 13% | 19 | -14% | 9% | 4%
Cc1cc(SCc2ccccc2Cl)nc(=O)[nH]1 | 3% | / | -2 | -22% | 0% | -7%
COc1ccccc1CN(C)C(=O)c1cnc(C)cn1 | 6% | -7% | -13 | 4% | -1% | -4%
CC(C)(C)C(=O)OCc1nc(-c2ccc(F)cc2)cs1 | 4% | -5% | 2 | -22% | 1% | -6%
CCOC(=O)c1ccc(S(=O)(=O)N2CCC(C(=O)OCC)CC2)cc1 | 7% | 13% | 7 | -2% | 0% | -6%
CC(=O)Nc1cccc(/C(C)=N/NC(=O)c2ccc(NS(=O)(=O)c3cccs3)cc2)c1 | 32%[activator] | 3% | -37 | -47% | 6% | 0%
CCCc1cc(=O)oc2cc(C)cc(OCC(=O)Nc3ccc(S(N)(=O)=O)cc3)c12 | 12% | / | 0 | -23% | 2% | 5%
O=C(N/N=C/c1ccncc1)c1cc([N+](=O)[O-])cc([N+](=O)[O-])c1 | -3%[2.32 µM] | -2% | ? | -15% | 0% | -14%
COc1ccc(N2CCN(C(=O)C(CCSC)N=C3NS(=O)(=O)c4ccccc43)CC2)cc1 (centres undefined) | -6% | 3% | -4 | 24% | -3% | ?
Cc1onc(-c2ccccc2Cl)c1C(=O)NNC(=O)c1ccc(F)cc1 | 7% | -3% | 28 | -13% | 3% | -10%
C=CCn1c2ccccc2c2nn(C)c(=S)nc21 | 1% | 5% | -18 | -7% | 0% | -1%
O=C1C2CCCCN2C(=O)N1CCCN1CCN(c2ccc(F)cc2)CC1 (centres undefined) | 7% | ? | 0 | -9% | -10% | -18%
O=C(NC(=S)NCCC1=CCCCC1)c1cccnc1 | 22% | 0% | ? | -7% | -9% | 5%
Cc1c(Cl)c([N+](=O)[O-])nn1CC(=O)NC1CCCCC1 | -6% | 0% | -4 | -9% | 5% | 5%
O=C1C(CCCNC(=S)NCc2ccccc2)NC(=S)N1Cc1ccccc1 (centres undefined) | 39%[activator] | 0% | ? | 22% | 2% | 0%
C=CCN1C=C2C(=O)C(C)(OC(=O)c3ccc(OC)cc3)C(=O)C(c3ccco3)=C2C=C1CCCC (centres undefined) | -6% | -24%[12.9 µM] | -18 | 38% | -35% | 0%
O=C(OCc1cn(Cc2ccccc2)nn1)c1ccccc1 | 17% | 1% | -1 | -19% | 10% | -8%
CNC(=O)c1cc(S(=O)(=O)Nc2ccc3c(c2)OCCO3)ccc1C | 7% | 13% | 5 | -11% | -22% | -8%
CC(=O)Oc1cccc(C(=O)Nc2ccc3c(c2)C(=O)N(CC2CCCO2)C3=O)c1 (centres undefined) | -12% | / | -11 | -7% | 7% | 2%
Cc1cc(N2CCCC2)nc(-c2ccccc2O)n1 | 16% | 2% | -102* | -20% | 5% | -1%
CCc1ccc(NC(=O)c2cc3c([nH]c2=O)CC(C)(C)CC3=O)cc1 | / | / | 37 | / | 2% | -5%
Oc1ccccc1N1CCN(c2ncnc3scc(-c4ccc(F)cc4)c23)CC1 | -13% | -2% | -81* | -12% | -14% | -3%
Cc1ccc(C(=O)Nc2ccc(Cl)cn2)cc1 | 30%[activator] | -14% | 50 | -21% | -4% | -18%
COC(=O)CCN(C1CCCCC1)S(=O)(=O)c1ccc(S(=O)(=O)N2CCCCC2)cc1 | 11% | 11% | 2 | -4% | 2% | -2%
